Source: PubChem
hIAP act: human IAP activators, primary screen, biochemical, luminescence, uHTS | Intestinal-type alkaline phosphatase (Homo sapiens), P09923 | AID 2524, 2010 | purified human IAP, CDP-Star luminescence, 30 min; active compounds read high; 1 = vehicle-only enzyme, 0 = enzyme-free background | activation factor at 10 µM | hit rate 0.16% among 330,000;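 active means activation factor of the enzyme at least 2-fold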; further: the source names both 10 and 20 µM as test concentration; values of inactives mirror those of a sister screen read the other way
Target sequence (P09923 whole entry, looked up): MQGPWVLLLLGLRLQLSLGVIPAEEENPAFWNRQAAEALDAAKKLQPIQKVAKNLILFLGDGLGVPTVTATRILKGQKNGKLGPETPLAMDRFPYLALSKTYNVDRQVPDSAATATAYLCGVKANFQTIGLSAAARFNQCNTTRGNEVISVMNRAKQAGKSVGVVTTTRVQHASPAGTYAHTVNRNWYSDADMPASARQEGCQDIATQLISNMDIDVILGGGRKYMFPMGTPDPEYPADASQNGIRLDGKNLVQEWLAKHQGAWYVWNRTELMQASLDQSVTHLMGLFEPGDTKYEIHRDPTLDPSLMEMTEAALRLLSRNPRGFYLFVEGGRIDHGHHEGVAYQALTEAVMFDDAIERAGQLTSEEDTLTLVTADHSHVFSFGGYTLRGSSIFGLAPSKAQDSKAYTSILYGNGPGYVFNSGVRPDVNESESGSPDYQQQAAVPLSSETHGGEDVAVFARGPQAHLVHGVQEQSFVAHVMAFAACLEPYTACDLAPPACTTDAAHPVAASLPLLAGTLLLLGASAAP
mIAP inh: inhibitors of mouse IAP, primary screen, biochemical, luminescence, uHTS; intestinal alkaline phosphatase [Mus musculus]; purified mouse IAP, CDP-Star luminescence, 30 min; inhibition, % at 10 µM; hit rate 0.2% among 330,000; AID 2806, 2010;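 active means inhibition of at least 40% at 10 µM in the primary screen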;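 further: plate controls were DMSO with enzyme for no effect and no enzyme wells for full effect; values of inactives mirror those of a sister screen read the other way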
Apaf-1 inh: inhibitors of human Apaf-1 apoptosome, primary screen, biochemical, DEVD-Rh110 fluorescence, uHTS | reconstituted apoptosome caspase-3 activity | inhibition, % at 20 µM | hit rate 0.71% among 330,000 | AID 489030, 2010; active means inhibition of at least 40% at 20 µM;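 further: plate controls were DMSO wells for no effect and DEVD-CHO caspase inhibitor wells for full effect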
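System: reconstituted apoptosome with Apaf-1, cytochrome c, caspase-9, procaspase-3, dATP; Signal: Rh110 fluorescence intensity; Schedule: 30 min compound preincubation, 50 min activation, room temperature; Reagent: cytochrome c trigger plus (Z-DEVD)2-Rh110 caspase-3 substrate.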
hIAP inh: human IAP inhibitors, primary screen, biochemical, luminescence, uHTS; Intestinal-type alkaline phosphatase (Homo sapiens), P09923; purified IAP, CDP-Star luminescence, 30 min; inhibition, % at 10 µM; hit rate 0.12% among 330,000; AID 2544, 2010;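 active means inhibition reaching a set limit with compound at 10 µM in the primary screen, cut at about 35% in these data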;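 further: plate controls were DMSO wells with enzyme for no effect and no-enzyme buffer wells for full effect; values of inactives mirror those of a sister screen read the other way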
NALP3 yeast inh: NALP3 inflammasome inhibitors in reconstituted yeast, primary screen, luminescence, uHTS. hit rate 0.39% among 330,000. inhibition, % at 10 µM. Yeast reconstituted NLRP3/ASC/caspase-1, beta-gal luminescence, 24 h;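 active means inhibition of 50% or more; inactive means inhibition below 50%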;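 further: plate controls were induced DMSO wells for no effect and uninduced yeast grown without galactose for full effect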
TIM10 inh: growth inhibitors of isogenic TIM10 control yeast, primary screen, counter-screen for tim10-1 yeast inhibitor project, luminescence, uHTS; hit rate 1.4% among 330,000; inhibition, % at 10 µM; S. cerevisiae TIM10 strain growth, BacTiter-Glo luminescence, 24 h; AID 463195, 2010;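 active means inhibition of 40% or more at the single tested concentration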;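 further: wild-type TIM10 isogenic control strain grown at permissive 25 °C; 0% = DMSO yeast wells and 100% = minimal medium wells without yeast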
tim10-1 inh: growth inhibitors of tim10-1 mutant yeast, primary screen, luminescence, uHTS. S. cerevisiae tim10-1 ts strain growth, BacTiter-Glo, 24 h. AID 463190, 2010. inhibition, % at 20 µM. hit rate 2.2% among 330,000;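 active means inhibition of at least 40%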;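 further: mutant grown at 25 °C; 0% = DMSO wells with yeast and 100% = wells holding no yeast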
mIAP activ: activators of mouse IAP, primary screen, biochemical, luminescence, uHTS | muIAP, CDP-Star luminescence, 30 min; active compounds read high; 1 = vehicle-only enzyme signal, 0 = enzyme-free wells | activation factor at 10 µM | hit rate 0.24% among 330,000 | AID 2805, 2010;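 active means activation factor of at least 2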; further: the source names both 10 and 20 µM as test concentration; values of inactives mirror those of a sister screen read the other way
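Assay system: mouse IAP enzyme; Reagent: CDP-Star chemiluminescent phosphatase substrate; Compound: DMSO-dissolved test compounds; Incubation: 30 min, room temperature; Technique: luminescence from enzymatic CDP-Star hydrolysis; Controls: DMSO-only wells and no-enzyme negative control.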
ATG4B inhibitor: ATG4B protease inhibitors, primary screen, biochemical, fluorescence, uHTS | hit rate 0.51% among 340,000 | inhibition, % at 8.33 µM | ATG4B cleavage of LC3-PLA2, NBD-HPC fluorescence, 1 h | Cysteine protease ATG4B (Homo sapiens), Q9Y4P1; in the data active means inhibition above about 40%
Target sequence (Q9Y4P1 whole entry, looked up): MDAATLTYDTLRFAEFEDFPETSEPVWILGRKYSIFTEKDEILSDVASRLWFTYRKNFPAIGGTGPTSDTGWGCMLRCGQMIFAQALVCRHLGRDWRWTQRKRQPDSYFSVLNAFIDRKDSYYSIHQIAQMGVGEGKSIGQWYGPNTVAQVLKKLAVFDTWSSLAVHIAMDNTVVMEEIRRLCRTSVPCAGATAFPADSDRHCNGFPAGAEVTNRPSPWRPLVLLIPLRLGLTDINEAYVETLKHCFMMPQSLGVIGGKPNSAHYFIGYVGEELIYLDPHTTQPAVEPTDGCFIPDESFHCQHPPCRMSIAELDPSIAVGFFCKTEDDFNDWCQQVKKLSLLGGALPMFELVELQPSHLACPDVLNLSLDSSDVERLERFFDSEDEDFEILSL
The depositor's hits bear a star; · = not tested or not shown.

SMILES	hIAP act	mIAP inh	Apaf-1 inh	hIAP inh	NALP3 yeast inh	TIM10 inh	tim10-1 inh	mIAP activ	ATG4B inhibitor
O=C(c1cccc([N+](=O)[O-])c1)c1ccc2[nH]c(=O)[nH]c2c1	0.88	-2	11	12	4	-19	-15	1	-9
Cc1cc(C)c(NC(=O)CNC(=O)c2ccc3c(=O)n4c(nc3c2)CCC4)c(C)c1	0.87	-7	1	13	15	1	-10	1.1	-2
CCC(C)(C)NC(=O)CN(Cc1cccs1)C(=O)CCC(=O)Nc1nccs1	0.91	3	-2	10	18	6	-2	0.97	-2
Cc1ccc2[nH]c(=O)c(CN(CCc3ccccc3)C(=O)N3CCOCC3)cc2c1	1	6	11	-2	1	6	23	0.94	-10
N#Cc1cccc(NC(=O)CN2C(=O)NC(Cc3ccccc3)C2=O)c1 (centres undefined)	1	25	-17	-2	6	-17	-10	0.75	6
Clc1ccc(CSc2nnc(-c3ccc4c(c3)OCO4)o2)cc1	1.1	-12	15	-7	39	20	15	1.1	12
CN(C(=O)c1cccc(NC(=O)C2CCN(C(=O)OC(C)(C)C)CC2)c1)C1CCC1	0.98	1	5	2	15	-10	-1	0.99	-4
CC(C)(C)C(=O)COC(=O)c1c2c(nc3ccccc13)CCC2	0.96	13	10	4	20	13	25	0.87	-3
CCOC(=O)c1ccc(NC(=O)C2(c3ccc(OC)cc3)CCCC2)cc1	1	9	9	-4	7	5	-10	0.91	3
CCCCN(C)S(=O)(=O)c1ccc(C(=O)Nc2nnc(-c3ccco3)o2)cc1	0.91	6	5	9	1	5	16	0.94	-7
Cc1cc(C)n(CC(=O)NNC(=O)COc2ccc(F)cc2Br)n1	1.6	11	4	-61	1	4	3	0.89	8
Cc1nn(C(=O)c2cccnc2)c(C)c1Sc1ccc(Br)cc1	1.3	6	4	-29	27	19	-2	0.94	1
CC(=O)Nc1cc(C(=O)N2CCCC2)ccc1Sc1ccc(C)cc1	0.87	0	6	13	15	7	-4	1	10
O=C(NCc1cccnc1)Nc1cc(Cl)cc(Cl)c1	1.2	-52	16	-16	3	-4	-17	1.5	4
COc1cccc(Cn2cc(C)cc(NC(=O)NCc3ccccc3)c2=O)c1	0.94	-3	9	6	14	3	14	1	13
CC(=O)Nc1sc2c(c1C(c1ccncc1)N1CCOCC1)CCCC2 (centres undefined)	0.97	-7	-19	3	9	16	22	1.1	-9
COc1cccc(C(CC(=O)Nc2cccc3ccccc23)NC(=O)c2ccccc2)c1 (centres undefined)	1	-108	-9	-4	-21	12	20	2.1*	5
COc1ccc(C(CNC(=O)c2cc3ccccc3o2)N2CCCCC2)cc1 (centres undefined)	1.1	-7	-9	-6	-1	5	7	1.1	-8
CCN(CC)S(=O)(=O)c1ccc(N(C)C)c(NC(=O)CC(NC(C)=O)c2ccccc2)c1 (centres undefined)	1.1	-2	-3	-10	5	1	10	1	-3
Nc1c(S(=O)(=O)c2ccccc2)cnc2c(-c3ccc(F)cc3)cnn12	1.2	5	6	-24	-7	-22	8	0.95	1
O=[N+]([O-])c1cccc(N(CC2CO2)S(=O)(=O)c2ccccc2)c1 (centres undefined)	1.1	4	2	-9	-21	17	4	0.96	13
CC(C)NC(=O)c1nc2ccccc2s1	0.94	10	-12	6	20	-29	-7	0.9	9
O=C1CC2(CCN(C(=O)COc3ccc(F)cc3)CC2)Oc2ccccc21	1.1	1	12	-10	4	5	18	0.99	6
COC(=O)Cc1c(C)c2ccc(OCC(=O)N(C)C)cc2oc1=O	1	0	-1	0	-7	4	10	1	2
c1n[nH]c(NC2=NCCC2)n1	0.85	6	-3	14	7	-2	10	0.94	-1

Following part
SMILES	hIAP act	mIAP inh	Apaf-1 inh	hIAP inh	NALP3 yeast inh	TIM10 inh	tim10-1 inh	mIAP activ	ATG4B inhibitor
CC(=O)Nc1ccc(N=c2cc([N+](=O)[O-])cc(Cl)n2O)cc1	0.94	1	4	6	24	11	5	0.99	-9
NS(=O)(=O)c1ccc(CCNC(=O)Nc2ccc(Cl)c(Cl)c2)cc1	1.3	-90	1	-28	7	2	-6	1.9	-4
O=C(CN(C(=O)CNC(=O)c1ccco1)c1ccc(F)cc1)NC1CCCC1	1.1	-12	-1	-7	20	-10	8	1.1	2
Cn1cc(C(=O)NCc2ccccc2F)cn1	1.1	-2	-10	-6	0	-3	10	1	9
CCOc1cccc(CN2CCN(c3cccc(C(F)(F)F)c3)CC2)c1O	0.94	7	31	6	-48	20	38	0.93	4
Cc1cc(SCC(=O)OCC(=O)NCc2ccc3c(c2)OCO3)c(C)cc1Br	1.1	-3	0	-8	-6	-3	20	1	-6
CCOC(=O)N1CCN(c2c(NCCc3ccc(C)cc3)c(=O)c2=O)CC1	1.1	6	6	-6	18	4	-2	0.94	-7
CCOC(=O)c1sc2ncn(CC(=O)N(CC)CC)c(=O)c2c1C	1.2	1	-6	-16	4	-2	-7	0.99	2
Cc1ccc2cc3c(nc2c1)OCC3	1	0	-14	-3	30	14	-19	1	-5
c1ccc(Cn2ncc3c(Nc4ccccc4)ncnc32)cc1	1	-8	3	-1	18	24	16	1.1	-8
CN1CCN(c2ccc([N+](=O)[O-])cc2C(=O)N2CCCCC2)CC1	0.99	3	-2	1	6	10	4	0.97	3
CN(C(=O)CSc1nc(O)cc(=O)n1C1CCCC1)c1ccccc1	1	6	-10	-4	-4	10	12	0.94	-1
O=C(Nc1cccnc1)c1cc(-c2ccccc2)on1	0.93	-5	-1	8	50*	7	-10	1.1	-7
Nc1ccc2nc(CN3CCOCC3)[nH]c2c1	0.98	3	-2	2	-6	-7	13	0.97	-14
Fc1ccc(-c2cc(C(F)(F)F)nc(NCc3cccs3)n2)cc1	1.1	3	-3	-11	-7	-30	-19	0.97	14
O=C(NCC(c1cccs1)N1CCOCC1)c1ccc(Cl)cc1 (centres undefined)	0.96	2	3	4	10	10	5	0.98	0
Cc1ccc(-c2nc(-c3cccnc3)no2)c(C)c1	1	3	18	0	26	17	22	0.97	-7
Cc1c(C(=O)OCC(=O)Nc2ccc(N3CCOCC3)cc2)oc2ccccc12	1.1	1	5	-5	20	14	-16	0.99	-9
Cc1ccc(SCc2[nH]nc3c2C2(C(=O)Nc4ccc(F)cc42)C(C#N)=C(N)O3)cc1 (centres undefined)	1.2	3	14	-21	8	6	8	0.97	-12
COc1ccc(C(=S)N2CCN(c3cccc(Cl)c3)CC2)c(OC)c1	0.91	3	-3	9	20	15	13	0.97	6
C=CCNC(=S)NNC(=O)c1cccnc1	1.1	7	-9	-6	16	12	9	0.93	-1
COCC(=O)N1CCC(Oc2ccc(C(=O)NC(C)c3nccs3)cc2)CC1 (centres undefined)	0.91	4	-6	9	-6	9	-9	0.96	1
Cn1c(SCc2nc(-c3ccccc3)no2)nnc1-c1cccs1	1.1	-5	2	-12	7	2	27	1	-15
COc1ccc(CC(=O)O)cc1O	0.98	1	-1	2	20	11	10	0.99	-1
COc1cccc(-n2nc3c(-n4ncc(C#N)c4N)nnc(C)c3c2C)c1	0.9	-2	2	10	26	-17	18	1	-10

mIAP activ: what is marked active above
Structure	hIAP act	mIAP inh	hIAP inh	NALP3 yeast inh	mIAP activ	ATG4B inhibitor
COc1cccc(C(CC(=O)Nc2cccc3ccccc23)NC(=O)c2ccccc2)c1 (centres undefined)	1	-108	-4	-21	2.1*	5

5 entries out of the list above, arranged by the value under NALP3 yeast inh, highest first:
Structure	NALP3 yeast inh
Cn1c(SCc2nc(-c3ccccc3)no2)nnc1-c1cccs1	7
CN1CCN(c2ccc([N+](=O)[O-])cc2C(=O)N2CCCCC2)CC1	6
CN(C(=O)CSc1nc(O)cc(=O)n1C1CCCC1)c1ccccc1	-4
COCC(=O)N1CCC(Oc2ccc(C(=O)NC(C)c3nccs3)cc2)CC1 (centres undefined)	-6
CCOc1cccc(CN2CCN(c3cccc(C(F)(F)F)c3)CC2)c1O	-48

(next part)
SMILES	hIAP act	mIAP inh	Apaf-1 inh	hIAP inh	NALP3 yeast inh	TIM10 inh	tim10-1 inh	mIAP activ	ATG4B inhibitor
C=C(Cl)COC(=O)[C@H]1C2C=CC(C2)C1C(=O)O (some centres undefined)	0.89	-6	-1	11	4	1	1	1.1	1
COc1cc(NC(=O)Cn2cnc3c(NCc4ccccc4)ncnc32)cc(OC)c1OC	·	1	8	·	·	11	7	0.99	-4
O=[N+]([O-])c1cccc(S(=O)(=O)N2CCCCC2c2cccnc2)c1 (centres undefined)	0.89	12	-9	12	5	15	26	0.88	-5
O=C(CSC1CCCCC1)N1CCN(c2ccccc2)CC1	1	2	13	-2	12	17	19	0.98	-8
Oc1ccc(-c2nc3ccccc3nc2-c2ccccc2)cc1	0.96	-4	10	4	29	21	-3	1	2
O=c1c(/C=N/OCc2ccc(Cl)cc2Cl)c[nH]n1-c1cccc(Cl)n1	1	6	-6	0	-10	9	25	0.94	28
O=C(c1ccco1)N1N=C(c2ccco2)CC1c1ccc(Cl)cc1Cl (centres undefined)	0.94	9	8	6	19	17	27	0.91	1
Oc1ccccc1/C=N/n1c2ccccc2c2ccccc21	0.93	10	-1	7	18	12	5	0.9	-6
CCOC(=O)CCn1nc(-c2ccc(Cl)cc2)cc1N	1.1	1	10	-9	1	-22	11	0.99	-2
COc1cccc(CN2CCN(Cc3nc(-c4cccc(F)c4F)oc3C)CC2=O)c1	0.91	9	6	9	10	19	24	0.91	-7
O=C(c1ccncc1)N1N=C(C2CC2)CC1(O)C(F)(F)F (centres undefined)	0.75	6	-10	25	11	-3	8	0.94	-11
O=C1CCC[C@@H]2[C@H]3CCC[N+]4([O-])CCC[C@@H](CN12)[C@@H]34 (some centres undefined)	1	-3	3	-1	1	-13	4	1	-5
CCCCCCCCC1CC(C(=O)Nc2ccccc2)C(=O)O1 (centres undefined)	0.85	-10	-4	15	27	13	20	1.1	-2
COC(=O)c1ccc([C@H]2C=C(C(=O)O)O[C@@H](OCc3ccc(CO)cc3)C2)cc1	0.86	0	-5	14	10	-5	4	1	-2
COc1cc(NC(=O)CN(C)S(=O)(=O)c2ccc3nc(C)sc3c2)cc(OC)c1	1.1	-7	-5	-9	13	1	12	1.1	-13
O=C(NCCCc1ccccc1)c1ccc(-n2cncn2)c([N+](=O)[O-])c1	0.96	-6	2	4	19	-1	9	1.1	3
Cc1ccc(C)c(OCCCNC2CCCC2)c1C	1.2	0	6	-19	25	-8	3	1	5
CC1CCCN(C(=O)COc2ccc(-c3ccccc3)cc2)C1 (centres undefined)	1.1	-7	16	-9	30	-2	26	1.1	14

Shown as labelled records: part of the list above
COc1cc(NC(=O)Cn2cnc3c(NCc4ccccc4)ncnc32)cc(OC)c1OC
  hIAP act: ·
  mIAP inh: 1
  Apaf-1 inh: 8
  hIAP inh: ·
  NALP3 yeast inh: ·
  TIM10 inh: 11
  tim10-1 inh: 7
  mIAP activ: 0.99
  ATG4B inhibitor: -4

Oc1ccc(-c2nc3ccccc3nc2-c2ccccc2)cc1
  hIAP act: 0.96
  mIAP inh: -4
  Apaf-1 inh: 10
  hIAP inh: 4
  NALP3 yeast inh: 29
  TIM10 inh: 21
  tim10-1 inh: -3
  mIAP activ: 1
  ATG4B inhibitor: 2
